Source: PubChem (several laboratories)
STK33 kinase inh = human STK33 kinase inhibition; Q9BYT3; purified STK33, MBP phosphorylation, ADP-Glo luminescence; inhibition, % at 10 µM; 0.073% of 320,000 active; AID 2661;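 active means inhibition at or above 25%, using the most active replicate where run in duplicate; inactive means inhibition below 25%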
CHT allo act = allosteric activators of human choline transporter CHT | Q9GZV3 | CHT-expressing cells, membrane potential dye, choline EC20; active compounds read high; LV-AA mutant CHT in HEK293 cells | B-score at 10 µM | 0.49% of 310,000 active | AID 488977;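 active means initial fluorescence not abnormally high and integrated response B-score, plate-corrected, over 3 SD above library mean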
Target sequence (Q9GZV3 whole entry, looked up): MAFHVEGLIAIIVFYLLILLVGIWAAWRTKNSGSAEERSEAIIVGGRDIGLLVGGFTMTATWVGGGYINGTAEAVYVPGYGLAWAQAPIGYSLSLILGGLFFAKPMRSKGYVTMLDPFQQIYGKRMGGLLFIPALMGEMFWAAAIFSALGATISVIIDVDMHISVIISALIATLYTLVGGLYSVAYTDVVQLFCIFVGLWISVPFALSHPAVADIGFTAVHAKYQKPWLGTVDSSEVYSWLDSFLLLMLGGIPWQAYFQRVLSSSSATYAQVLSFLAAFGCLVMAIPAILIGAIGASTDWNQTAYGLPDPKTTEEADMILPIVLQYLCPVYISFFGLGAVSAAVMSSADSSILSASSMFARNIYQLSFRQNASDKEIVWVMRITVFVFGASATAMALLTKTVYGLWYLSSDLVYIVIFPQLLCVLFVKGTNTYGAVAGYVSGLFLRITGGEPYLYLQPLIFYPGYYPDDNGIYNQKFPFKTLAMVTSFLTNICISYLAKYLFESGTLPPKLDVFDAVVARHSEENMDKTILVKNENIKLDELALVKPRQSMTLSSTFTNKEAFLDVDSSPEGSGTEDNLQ
CHT block = inhibits the human high affinity choline transporter; CHT-expressing cells, membrane potential dye, choline response; active compounds read low; B-score at 10 µM; 0.86% of 310,000 active; Q9GZV3; AID 488975;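 active means B-score over 3 SD under the library average, and starting fluorescence ratio not unusually high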;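 further: choline stimulus applied at its EC90 after an EC20 pre-addition; B-score computed on integrated fluorescence ratio after choline addition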
* hit, by the source's call; i = inactive; . = not tested or not shown. Compounds were not picked by outcome. About 1.5% of those tested had a hit in this group.

mol	CHT allo act	CHT block	STK33 kinase inh
CCCn1c(NC(=O)c2ccc(Cl)c(S(=O)(=O)N3CCCC3)c2)nc2ccccc21	i	i	2.0
CCOc1ccc(NS(=O)(=O)c2ccc(C(=O)NCC3(N(C)C)CCCCC3)cc2)cc1	i	i	4.4
Cc1ccc(-c2nnc(SCC(=O)Nc3ccc(S(=O)(=O)N4CCCCCC4)cc3)o2)cc1	i	i	.
COc1ccc(OCCOc2ccccc2[N+](=O)[O-])cc1	i	i	-0.3
CC(=O)OC(C)C[N+](C)(C)C (stereo not drawn)	i	i	0.1
Cc1ccc(C(C)C)c(OCC(=O)N/N=C2\CC(=O)CC(C)(C)C2)c1	i	i	-0.4
COc1ccc(N(C(=O)c2cccnc2)S(=O)(=O)c2cccs2)cc1	i	i	2.1
N#CCCN(Cc1cccnc1)C(=S)NC(=O)C1CC1	i	i	.
CCOC(=O)Nc1cc2c(C)cc(=O)oc2cc1C	i	i	0.1
Cc1cccc(-c2noc(CN(C(=O)C(c3ccccc3)c3ccccc3)C(C)C)n2)c1	i	i	-1.2
Fc1cc(F)cc(-c2oncc2-c2nnnn2-c2ccccc2)c1	i	i	-0.6
CN(CCNC(=O)CN1CCN(Cc2ccccc2Cl)C1=O)Cc1ccccc1	i	-6.5*	-1.4
COc1ccccc1N1CCN(S(=O)(=O)c2ccccc2F)CC1	i	i	-1.2
O=C(Cn1nnc(-c2ccc3c(c2)OCO3)n1)N1CCOCC1	i	i	3.4
O=P(c1ccccc1)(c1ccccc1)C(c1ccco1)N1CCOCC1 (stereo not drawn)	i	i	-1.7
COc1ccccc1-c1cc(C(=O)Nc2cccnc2Cl)no1	i	i	-2.2
Cc1ccc(/C=N/Nc2nc3ccccc3s2)o1	i	i	2.5
Cc1cc(C)c(S(=O)(=O)N(C)Cc2cnn(C)c2)c(C)c1	i	i	-0.7
O=C(O)c1ccccc1C(=O)Nc1n[nH]c(=S)s1	i	i	0.6
Clc1ccccc1-c1nnc2sc(-c3ccc4c(c3)OCO4)nn12	i	i	1.1
COc1cccc(N2C(=O)CC(NNc3nc4ccccc4s3)C2=O)c1 (stereo not drawn)	i	i	-0.1
COCC(=O)NNC(=S)Nc1cccc(C)c1C	i	i	.
COc1ccccc1N=Cc1c(C)[nH]n(-c2ccc(C)cc2C)c1=O	i	i	-0.5
C[C@H](N)c1nnc(SCc2ccc(Cl)cc2Cl)o1	i	i	-1.2
COc1ccc(C2=NOC(C(=O)NCc3ccc(F)cc3)C2)cc1OC (stereo not drawn)	i	i	0.4
O=[N+]([O-])c1ccc(CSc2nc3ncc(Br)cc3[nH]2)cc1	i	i	0.9
O=C(O)CCCCNCc1ccccc1	i	i	-0.4
CS(=O)(=O)N1CCN(C2C3CC4CC(C3)CC2C4)CC1 (stereo not drawn)	i	i	-0.8
O=C(CSc1nnc(Cc2ccccc2)o1)Nc1ccc(Br)cn1	i	i	-1.4
CC(C)C12CN3CC(C(C)C)(CN(C1)C31C(=O)Nc3ccccc31)C2=O (stereo not drawn)	i	i	-2.9
CCOC(=O)CC1C(=O)NCCN1S(=O)(=O)c1ccc(OC)cc1 (stereo not drawn)	i	i	-1.5
Cc1cc(-c2nnc(CCC(=O)NC(C)(C)C34CC5CC(CC(C5)C3)C4)o2)no1	i	i	-1.2

Single records, from the list above. Order of screens: CHT allo act	CHT block	STK33 kinase inh
Listed for COc1ccc(C2=NOC(C(=O)NCc3ccc(F)cc3)C2)cc1OC (stereo not drawn) → i	i	0.4
Listed for CS(=O)(=O)N1CCN(C2C3CC4CC(C3)CC2C4)CC1 (stereo not drawn) → i	i	-0.8
Listed for CC(C)C12CN3CC(C(C)C)(CN(C1)C31C(=O)Nc3ccccc31)C2=O (stereo not drawn) → i	i	-2.9
Listed for O=[N+]([O-])c1ccc(CSc2nc3ncc(Br)cc3[nH]2)cc1 → i	i	0.9
Listed for O=C(O)CCCCNCc1ccccc1 → i	i	-0.4

(further entries)
mol	CHT allo act	CHT block	STK33 kinase inh
COc1ccc(NC(=S)NC(=O)/C=C/c2ccco2)cc1	i	i	0.2
CCOC(=O)n1c(=O)n(Cc2ccc(Cl)c(Cl)c2)c2ccccc21	i	i	0.9
O=c1c2ccccc2nc(COc2ccccc2)n1/N=C/c1cc([N+](=O)[O-])ccc1O	i	i	-1.5
O=S(=O)(c1ccc(-c2ccon2)s1)N1CCN(CCN2CCOCC2)CC1	i	i	0.1
O=C(/C=C/c1ccco1)Nc1ccc(CN2CCOCC2)cc1	i	i	0.7
CC1(C)Cc2c(sc3nnn(Cc4ccc(Cl)cc4)c(=O)c23)CO1	i	i	-1.3
Cc1cc(NC(=O)/C=C/c2ccccc2)no1	i	i	0.0
CC(C)(C)N(Cc1ccccc1)C(=O)CSc1ncn[nH]1	i	i	1.3
COc1ccc(NC(=O)CN(C)C(=O)c2ccc(OCc3ccccc3)c(OC)c2)cc1	i	i	0.3
Cc1ccc(N2C(=O)c3ccccc3C2Nc2ccccc2F)nc1 (stereo not drawn)	i	i	-0.5
Cc1ccc(-n2[nH]c(=O)c3cccnc32)cc1	i	i	0.7
COC(=O)c1cn(CC(=O)N2CCCCCC2)c2ccccc12	i	i	-3.3
O=C(NNC(=O)c1ccc(-n2cncn2)c([N+](=O)[O-])c1)c1ccc(Cl)cc1	i	i	0.2
O=C(NCCCN1CCOCC1)c1ccc2c(c1)N(Cc1ccc(F)cc1)CCS2	i	i	-1.1
COc1ccc(OCC(=O)NCCCn2ccnc2)cc1	i	i	-0.8
COc1ccc(-n2c(SCC(=O)Nc3sc4c(c3C#N)CCCC4)nnc2-c2ccc(O)cc2)cc1	i	i	-1.2
CCOc1ccc(OCC)c(NS(=O)(=O)c2cn(C)cn2)c1	i	i	0.3
Cc1nnc(SCC(=O)Nc2nc3c(s2)CC(C)CC3)s1 (stereo not drawn)	i	i	0.8
Cc1sc2ncnc(N3CCN(Cc4ccccc4)CC3)c2c1-c1ccccc1	i	i	0.1
CCOC(=O)C1=C(C)Nc2ccccc2N=C1NC(=O)CCCN1C(=O)c2ccccc2C1=O	i	i	0.8
CC1=C(C(=O)Nc2cc(C(=O)N(C)Cc3ccccc3)ccc2C)SCCO1	i	i	-1.4
O=C(CN(c1cccc(C(F)(F)F)c1)S(=O)(=O)c1ccc(Cl)c([N+](=O)[O-])c1)NCc1ccccc1Cl	i	i	-1.0
O=C(O)C1CN(C(=O)c2cccc(Br)c2)C1	i	i	-0.8
O=C(CCc1ccccc1)Nc1ccc(F)cc1F	i	i	-0.6
N#CC1(NC(=O)CSc2nnc(COc3ccccc3F)n2N)CCCCC1	i	i	-0.9
CSc1ccc(C(=O)C2CCCN(Cc3cccn3-c3cccnc3)C2)cc1 (stereo not drawn)	i	i	-2.0
CCOC(=O)C1=C(C)NC(C)=C(C(=O)OCC)C1C1=COCCO1	i	i	0.7
Cn1nc(C(=O)Nc2nc3ccc(S(C)(=O)=O)cc3s2)ccc1=O	i	i	-0.9
CC(C)c1ccccc1NC(=O)Nc1ccc(F)cc1F	i	i	-2.1
Cc1ccc(/C=N/NC(=O)CCSc2ccccc2)cc1	i	i	1.1
O=C(O)c1ccc(N/N=C/c2ccnc3ccccc23)cc1	i	i	5.7
CC(C)n1cc(C(=O)N2CCCC(Nc3ccc(F)c(F)c3)C2)cn1 (stereo not drawn)	i	i	-0.7
CCOc1ccc(N(CC(=O)NCc2ccc(OC)cc2)S(=O)(=O)c2c(C)[nH]c(=O)[nH]c2=O)cc1	i	i	2.8
O=c1cc2n(c(=O)[nH]1)CCC1=C2CCCC1	i	i	0.7
Nc1nonc1-n1nnc(C(=O)N/N=C/c2ccccc2F)c1-c1cccs1	i	i	2.3
Cc1ccc(Cn2c(Sc3nnc(C)s3)nc3c2c(=O)[nH]c(=O)n3C)cc1	i	i	-0.5
Cc1c(NC(=O)N(C)C)c(=O)n(-c2ccccc2)n1C	i	i	-1.2
CCNC(=S)N(Cc1cc2cc(C)cc(C)c2[nH]c1=O)C1CCCC1	i	i	-2.8
O=S(=O)(c1ccc(F)c(F)c1)N1CCN(CCc2ccccc2)CC1	i	-6.8*	-0.8
CCOc1cc(-c2sc(Nc3ccccc3)n[n+]2C)ccc1OC	i	i	-0.7
CCOc1ccc(CN2CCNC(=O)C2CC(=O)O)cc1 (stereo not drawn)	i	i	-1.6
CN1C(=O)CC(N2CCC(C(N)=O)CC2)C1=O (stereo not drawn)	i	i	-0.5
CCNC(=S)N(Cc1cccs1)Cc1cc2cc(OCC)ccc2[nH]c1=O	i	i	1.4
CN1CCN(S(=O)(=O)c2ccc(N3CCN(C(c4ccccc4)c4ccccc4)CC3)nc2)CC1	i	i	-0.9
CC1=C(C#N)C(/C=N/OCc2ccc(Cl)cc2)CC(=O)N1 (stereo not drawn)	i	i	-1.4
COc1ccc(C(C(=O)NCC2CCCO2)N(C(=O)c2snc(C(N)=O)c2N)c2ccccc2C)cc1OC (stereo not drawn)	i	i	-1.0
COc1ccc(/C=C2/C(=N)N3C(=NC2=O)Sc2cc(S(C)(=O)=O)ccc23)cc1OC	i	i	1.3
NC(=O)c1cc2cc(Br)ccc2oc1=NCc1ccccc1	i	i	-2.3
COc1ccc(Cl)cc1NS(=O)(=O)c1c(C)[nH]c(=O)[nH]c1=O	i	i	-0.5
O=C(Nc1ccc(F)cc1)c1cccc2ccccc12	i	i	-0.8
CNC(=S)N1N=C(c2cccs2)CC1c1ccc(OC)cc1 (stereo not drawn)	i	i	-0.6
O=[N+]([O-])c1ccccc1/C=C/CN1CCCCC1	i	i	-1.0
CCCSc1nc2sc3c(c2c(=O)[nH]1)CC(C)CC3 (stereo not drawn)	i	i	0.4
COc1cc(C2C(C(=O)c3cccs3)=C(O)C(=O)N2CCN2CCOCC2)ccc1OCCC(C)C (stereo not drawn)	i	i	-1.1
CCNc1nc(NC(C)C)nc(Oc2ccc(OCCOc3ccc(C)cc3)nn2)n1	i	i	0.8
CCCCC#Cc1ccc2c(c1)COc1c3ccccc3nn1-2	i	i	0.7

(continued)
mol	CHT allo act	CHT block	STK33 kinase inh
O=C(Nc1cccnc1)c1ccc([N+](=O)[O-])cc1Cl	i	i	0.5
CCOC(=O)C1CCCN(S(=O)(=O)CCNC(=O)c2ccc(F)cc2)C1 (stereo not drawn)	i	i	-0.6
CCN(C(=O)CSc1nnc(Cc2ccccc2F)n1N)C1CCS(=O)(=O)C1 (stereo not drawn)	i	i	-3.7
c1ccc(-c2nc(-c3ccco3)cs2)nc1	i	i	1.2
CCOc1ccc(NS(=O)(=O)c2ccc(OC)c(C)c2)cc1	i	i	-0.5
CN(C)S(=O)(=O)c1cccc(COC(=O)c2cc([N+](=O)[O-])ccc2N2CCOCC2)c1	i	i	.
COc1ccc(C2CC(=O)c3ccccc3O2)cc1 (stereo not drawn)	i	i	-0.4
O=c1[nH]ncc2c3ccccc3n(Cc3ccccc3F)c12	i	i	0.5
O=C(O)c1ccc2c(c1)C1C=CCC1C(c1cc3c(cc1Br)OCO3)N2 (stereo not drawn)	i	i	-0.5
CN(CCCNC(=O)CCCOc1cc(=O)n(C)c2ccccc12)Cc1ccccc1	i	i	-1.2
CC(C)Cc1nc(Nc2ccc(S(=O)(=O)N3CCCC3)cc2)c2nnn(Cc3ccccc3)c2n1	i	i	-1.0
Cc1ccc(S(=O)(=O)N2CCC(C(=O)N[C@@H](C)C(=O)NCCc3ccccc3)CC2)cc1	i	i	-1.4
Cc1cc(C)cc(OCC(=O)Nc2ccc(N3CCN(S(C)(=O)=O)CC3)cc2)c1	i	i	-1.7
Cc1ccc(CNc2ccccc2C(=O)O)s1	i	i	-1.4
CCOc1ccccc1N(CC(=O)N1CCCCCC1)S(C)(=O)=O	i	i	-2.5
O=C(NCCNC(=O)c1cc(OCC(F)(F)F)ccc1OCC(F)(F)F)Nc1ccccc1	i	i	-1.5
COCCCN1C(=O)c2[nH]nc(-c3ccccc3O)c2C1c1cccc(Cl)c1 (stereo not drawn)	i	i	0.7
O=C(NNC(=O)C1C2CCC(C2)C1C(=O)O)c1ccc(Cl)cc1 (stereo not drawn)	i	i	-1.6
CC(CCc1ccccc1)NCC(O)COc1ccccc1 (stereo not drawn)	i	i	0.0
Cc1ccccc1-c1nc(CS(=O)(=O)CC(=O)NCc2ccccc2)c(C)o1	i	i	0.1
Cc1nn(CC(O)c2ccccc2)c(C)c1Br (stereo not drawn)	i	i	-1.1
CCOc1ccccc1C(=O)Nc1ccc2c(c1)C(=O)NC2=O	i	i	-0.1
CCC(C)(C(=O)NC1CCCC1)N(CC1CCCO1)C(=O)CNC(=O)c1ccccc1 (stereo not drawn)	i	i	-0.6
CN(C)N=Nc1ccc(S(=O)(=O)NC(=O)Cc2ccccc2)cc1	i	i	-0.7

Sorted by length of the SMILES (highest first): some entries from above
mol	CHT allo act	CHT block	STK33 kinase inh
Cc1ccccc1-c1nc(CS(=O)(=O)CC(=O)NCc2ccccc2)c(C)o1	i	i	0.1
CN(C)N=Nc1ccc(S(=O)(=O)NC(=O)Cc2ccccc2)cc1	i	i	-0.7
CCOc1ccccc1C(=O)Nc1ccc2c(c1)C(=O)NC2=O	i	i	-0.1
